Compound activity (PubChem BioAssay)
FUS yeast rescue: suppressors of FUS proteinopathy in yeast; AID 1347120; hit rate 0.24% among 390,000; Potency, µM (titrated, usually from 76.6 µM), for the others: at the highest dose growth rescue (activation), usual class: activators; S. cerevisiae FUS-expressing, growth rescue, OD600, 24 h;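 further: plate controls were DMSO vehicle for no effect and reference control for full effect; nearly all actives have a fitted effect of over 55% in size; some results filed as inactive show a strong effect at the top dose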
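Compound concentration series was pinned onto galactose-induced FUS-expressing yeast seeded at OD 0.005. Plates sat 24hr at 30C; absorbance at 600 nm gave growth. DMSO served as background control.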
Abeta yeast res: A-beta toxicity reversal in yeast; yeast expressing A-beta42, growth rescue, OD600, 48 h; response scale: 0% DMSO, 100% iron-clioquinol control; Potency, µM (doses to about 46.1 µM), for inactives: at the highest dose growth rescue, hits mostly activators; hit rate 0.063% among 410,000; further: nearly all actives have a fitted effect of over 55% in size
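Growth rescue measured by 600 nm absorbance after 48 h yeast culture at 30 C with compound. Values normalized between DMSO and an equimolar ferric chloride plus clioquinol control.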
Active calls of the source: *; [ ] = another dose, or the depositor's remark. The call rests on the fitted dose curve; in most records, active means well fitted activation curve with a large enough effect; inconclusive means small, poorly fitted or top-dose-only effect; inactive means no such curve, though single readings can be large or run the other way. Potency means the concentration at half of the fitted maximal effect. Only part of the results is shown; rates above refer to the full screens.

Cc1ccc(CCNC(=O)c2cc3sccc3n2Cc2ccc(F)cc2)cc1 was read as FUS yeast rescue -30% and Abeta yeast res -2%.
Screening COc1ccc(CNC(=O)CSc2nc3ccccc3nc2Cc2ccccc2OC)cc1 returned FUS yeast rescue 1% and Abeta yeast res -7%.
`Cc1ccc(NC(=O)N2CCN(Cc3nc4ccc(C)cc4o3)CC2)c(Cl)c1` gave FUS yeast rescue 26% and Abeta yeast res 1%.
`O=C(CSc1nc2c(c(=O)[nH]1)CN(Cc1ccc(F)cc1)CC2)Nc1ccccc1Cl` gave FUS yeast rescue -2% and Abeta yeast res -14%.
`CCOC(=O)C1CCN(C(=O)Cn2nc(CC)n3c(cc4occc43)c2=O)CC1` gave FUS yeast rescue 0% and Abeta yeast res -16%.
`COc1ccc2c(c1)c1c(c(=O)n(CCc3ccccc3)c(=O)n1Cc1cccc(F)c1)n2C` gave FUS yeast rescue 5% and Abeta yeast res -7%.
For CCOC(=O)c1c(NC(=O)CSc2cn(CCNC(=O)c3ccc(OCC)cc3)c3ccccc23)sc2c1CCC2 the results were FUS yeast rescue inconclusive and Abeta yeast res -5%.
Screening CN(C)c1ccc(C2C=C(c3ccccc3)Nc3nnnn32)cc1 (centres undefined) returned FUS yeast rescue -4% and Abeta yeast res -6%.
`CC(C)c1ccc(CNCCSc2nnnn2C)cc1` gave FUS yeast rescue -7% and Abeta yeast res -13%.
For COc1ccc(-c2nc(CS(=O)CC(=O)NCc3ccccc3OC)c(C)o2)cc1 (centres undefined) the results were FUS yeast rescue 2% and Abeta yeast res -23%.
Screening Cc1nc(C)c(-c2ccc(SCC(=O)Nc3ccc(Cl)c(Cl)c3)nn2)s1 returned FUS yeast rescue 8% and Abeta yeast res -6%.
CSc1ccc(CCNC(=O)c2ccc(-n3c(C)cc4c3CCCC4)cc2)cc1 was read as FUS yeast rescue 16% and Abeta yeast res 2%.
`COc1ccc(NC(=O)C2CCN(c3nc4ccccc4[nH]3)CC2)cc1OC` gave FUS yeast rescue 14% and Abeta yeast res 5%.
Cc1ccc(C(=O)Nc2ccc(S(=O)(=O)N(Cc3ccccc3)c3ccccc3)cc2)cc1 was read as FUS yeast rescue 2% and Abeta yeast res -23%.
CCc1ccc(OC(=O)CSc2nnc(-c3ccc(OC)c(OC)c3)o2)cc1 was read as FUS yeast rescue 9% and Abeta yeast res -2%.
Cc1ccc(C)c(CSc2cn(CCNC(=O)c3ccccc3F)c3ccccc23)c1 was read as FUS yeast rescue 44% and Abeta yeast res 2%.
Screening CCOC(=O)c1cccc(NC(=O)N2Cc3ccccc3Oc3ncccc32)c1 returned FUS yeast rescue 31% and Abeta yeast res -10%.
For COc1ccc(-c2cn3nc(N4CCCC(C(=O)NCc5ccc(Cl)cc5)C4)sc3n2)cc1 (centres undefined) the results were FUS yeast rescue 1% and Abeta yeast res 0%.
For COc1ccccc1Nc1ncnc2c1nc1n2CCCC1 the results were FUS yeast rescue -16% and Abeta yeast res 2%.
`Cc1ccc(/C=C(\C#N)c2nc(-c3cc4c(ccc5ccccc54)oc3=O)cs2)cc1` gave FUS yeast rescue 17% and Abeta yeast res -15%.
For COc1cccc(CNC(=O)Cn2c(=O)n3nc(-c4cccc(F)c4)nc3c3ccccc32)c1 the results were FUS yeast rescue -20% and Abeta yeast res -8%.
`Cn1c(=O)c2sccc2n2c(CCC(=O)N3CCN(c4cccc(Cl)c4)CC3)nnc12` gave FUS yeast rescue 7% and Abeta yeast res -1%.
For Cc1ccc(-n2ncc(C(=O)NCCCN3CCCCC3)c2C2CCN(C(=O)OC(C)(C)C)CC2)cc1 the results were FUS yeast rescue 25% and Abeta yeast res -7%.
Cc1ccc(C)c(NC(=O)CSc2nc(-c3ccccc3Cl)nc3c2Cc2c(CO)cnc(C)c2O3)c1 was read as FUS yeast rescue 0% and Abeta yeast res -7%.
Screening Cc1ccc(-c2nnc3ccccc3c2C(=O)Nc2cccc(C(F)(F)F)c2)cc1 returned FUS yeast rescue -1% and Abeta yeast res -2%.
`O=C(NCC1CCN(Cc2cccc(Cl)c2)CC1)Nc1ccc(F)c(Cl)c1` gave FUS yeast rescue -3% and Abeta yeast res -8%.
Cc1cccc(-n2c(=O)c3ccccc3n(Cc3ccccc3C#N)c2=O)c1 was read as FUS yeast rescue 13% and Abeta yeast res -5%.
Screening CCOc1ccc(OCC(=O)NCCS(=O)(=O)N2CCN(c3ccc(OC)cc3)CC2)cc1 returned FUS yeast rescue -7% and Abeta yeast res 6%.
For Cc1cc(C)cc(NC(=O)CSc2nc3c(oc4ccccc43)c(=O)n2-c2ccccc2F)c1 the results were FUS yeast rescue 7% and Abeta yeast res -3%.
`Cc1ccc2c(c1)c1c(c(=O)n(-c3cccc(Cl)c3)c(=O)n1C)n2C` gave FUS yeast rescue -3% and Abeta yeast res -12%.
Cc1ccc(S(=O)(=O)c2nnn3c2nc(NCc2ccc(F)cc2)c2sccc23)cc1 was read as FUS yeast rescue -12% and Abeta yeast res -15%.
CCCCC(=O)Nc1cccc(-c2nc3ccccc3s2)c1 was read as FUS yeast rescue 27% and Abeta yeast res -22%.
Screening Cc1cccc(NC(=O)C2CCN(S(=O)(=O)c3ccc(F)cc3)CC2)c1C returned FUS yeast rescue -19% and Abeta yeast res 1%.
CSc1ncc(C(=O)N2CCN(c3cccc(C(F)(F)F)c3)CC2)c(C)n1 was read as FUS yeast rescue 26% and Abeta yeast res 0%.
`CC(C)OCCCNC(=O)CCCn1c(SCC(=O)c2ccc(F)cc2)nc2c(sc3ccccc32)c1=O` gave FUS yeast rescue 7% and Abeta yeast res -5%.
Screening Cc1cc(C)cc(C(=O)NCCc2csc(-c3ccc(C(F)(F)F)cc3)n2)c1 returned FUS yeast rescue 29% and Abeta yeast res 8%.
Cc1sc2c(c1C)c(=O)n(-c1cccc(C(F)(F)F)c1)c(=O)n2Cc1ccccc1C#N was read as FUS yeast rescue -8% and Abeta yeast res -10%.
`COC(=O)c1ccc(CSc2nc3c([nH]c4ccccc43)c(=O)n2-c2cccc(Cl)c2)o1` gave FUS yeast rescue -15% and Abeta yeast res -7%.
Screening CC(C)Oc1ccc(CNC(=O)Nc2ccc3c(c2)N(C)C(=O)c2ccccc2S3)cc1 returned FUS yeast rescue inconclusive and Abeta yeast res -14%.
Cc1cccc(Cn2cc(C(=O)c3ccccc3)c(=O)c3cc4c(cc32)OCO4)c1 was read as FUS yeast rescue -3% and Abeta yeast res -4%.
Screening CCc1ccc(NC(=O)N2CCN(Cc3nc4ccc(C)cc4o3)CC2)cc1 returned FUS yeast rescue inconclusive and Abeta yeast res 10%.
CCc1cccc(NC(=O)C(NS(=O)(=O)c2ccc3nc(C)sc3c2)C(C)C)c1 (centres undefined) was read as FUS yeast rescue -17% and Abeta yeast res 0%.
For CCN(Cc1ccccc1)C(=O)CN(c1ccc(OC)cc1)S(=O)(=O)c1c(C)nn(C)c1C the results were FUS yeast rescue 17% and Abeta yeast res 0%.
For Cc1ccc(C)c(C(=O)N2CCC(c3nc4c(nnn4Cc4ccccc4)c(=O)[nH]3)CC2)c1 the results were FUS yeast rescue 40% and Abeta yeast res 0%.
`CCn1cc(C(=O)NC(C)c2ccccc2)c(=O)c2cc(S(=O)(=O)N3CCc4ccccc4C3)ccc21` (centres undefined) gave FUS yeast rescue 35% and Abeta yeast res -4%.
For COc1ccc(CCNc2nc(-c3ccc(Cl)cc3)cc(C(F)(F)F)n2)cc1OC the results were FUS yeast rescue -31% and Abeta yeast res -16%.
O=S(=O)(Nc1ccc2nc(-c3ccc(F)cc3)oc2c1)c1ccccc1 was read as FUS yeast rescue 32% and Abeta yeast res inconclusive.
For CCc1ccc(NC(=O)CN2C(=O)CC(c3ccccc3)Sc3ccccc32)cc1 (centres undefined) the results were FUS yeast rescue -8% and Abeta yeast res -17%.
O=C(NCCc1ccccc1)c1nn(-c2ccccc2Cl)nc1CO was read as FUS yeast rescue 16% and Abeta yeast res -4%.
Screening O=C(Nc1ccc(Cl)c(C(F)(F)F)c1)c1cc2nc(-c3ccc4c(c3)OCO4)cc(C(F)(F)F)n2n1 returned FUS yeast rescue 2% and Abeta yeast res -5%.
CC(C)N(C(=O)CSc1nc2ccc(Cl)cc2[nH]1)c1ccccc1 was read as FUS yeast rescue 22% and Abeta yeast res 23%.
Screening CC(C)c1ccc2oc(-c3cc(NC(=O)c4cccs4)ccc3Cl)nc2c1 returned FUS yeast rescue 8% and Abeta yeast res -5%.
For CCOC(=O)c1ccc(NC(=O)CSc2nc(-c3cccs3)cc(C(F)(F)F)c2C#N)cc1 the results were FUS yeast rescue 8% and Abeta yeast res -2%.
`CNC(=O)c1c(NC(=O)/C=C/c2ccccc2)sc2c1CCC2` gave FUS yeast rescue 6% and Abeta yeast res -14%.
For COc1ccc(OC)c(C2C(C(=O)Nc3ccc(C)cc3)=C(C)Nc3nnnn32)c1 (centres undefined) the results were FUS yeast rescue 10% and Abeta yeast res -6%.
For Cc1ccc(S(=O)(=O)N(CC(=O)Nc2ccc(F)cc2F)Cc2ccc(F)cc2)cc1 the results were FUS yeast rescue -8% and Abeta yeast res -3%.
Screening COc1cccc(N(Cc2nnc3n2CCCCC3)C(=O)Nc2cccc(Cl)c2)c1 returned FUS yeast rescue 6% and Abeta yeast res -16%.
`O=c1c(S(=O)(=O)c2ccccc2)cn(Cc2ccccc2)c2cc(N3CCOCC3)c(F)cc12` gave FUS yeast rescue inconclusive and Abeta yeast res -1%.
Screening O=C(c1ccc(F)cc1)N1c2nc(-c3ccco3)nn2C2(CCCCC2)[C@@H]2CCCC[C@@H]21 returned FUS yeast rescue 43% and Abeta yeast res -7%.
`COc1cc(NC(=O)CC(C)n2nc(C)cc2C)cc(OC)c1` (centres undefined) gave FUS yeast rescue -2% and Abeta yeast res -1%.
`Cc1cc(C)c2oc(-c3ccc(C)c(NC(=O)/C=C/c4ccco4)c3)nc2c1` gave FUS yeast rescue 41% and Abeta yeast res -5%.
Cc1cc(C)cc(NC(=O)c2cc(S(=O)(=O)N3CCCC3)ccc2F)c1 was read as FUS yeast rescue 6% and Abeta yeast res 1%.
`Cc1ccc(Cl)cc1N1CCN(C(=O)c2cnc3c(-c4ccc(F)cc4)c(C)nn3c2C)CC1` gave FUS yeast rescue -9% and Abeta yeast res 11%.
`CCCS(=O)(=O)N1CC(=O)N(c2cc(C)ccc2C)C(C)(C(=O)NC2CCCCCC2)C1` (centres undefined) gave FUS yeast rescue 5% and Abeta yeast res -22%.
`Cc1cccc(NC(c2cccc(F)c2)c2ccc3ccc(C)nc3c2O)n1` (centres undefined) gave FUS yeast rescue inconclusive and Abeta yeast res -35%.
For CCN(CC)S(=O)(=O)c1ccc2c(c1)c(=O)c(C(=O)N1CCN(c3ccc(F)cc3)CC1)cn2C the results were FUS yeast rescue -5% and Abeta yeast res -8%.
COc1cccc(OC(=O)CSc2nnc(-c3ccc4c(c3)OCO4)o2)c1 was read as FUS yeast rescue -8% and Abeta yeast res -65%[inhibitor].
Screening Cc1ccc(NC(=O)c2cc(CN3CCOCC3)on2)cc1Cl returned FUS yeast rescue -1% and Abeta yeast res -8%.
Screening CC(C)c1ccc(CNc2nc(-c3ccco3)nn2C(=O)c2ccc([N+](=O)[O-])cc2)cc1 returned FUS yeast rescue -5% and Abeta yeast res 7%.
For COc1ccc(NCc2cc3cc4c(cc3n(CC(=O)Nc3ccc(C)c(C)c3)c2=O)OCO4)cc1 the results were FUS yeast rescue inconclusive and Abeta yeast res -14%.
For CCc1cccc2c(-c3ccc(F)cc3)nc(SCC(=O)Nc3ccccc3)nc12 the results were FUS yeast rescue -8% and Abeta yeast res -21%.
Screening COc1ccc(NC(=O)c2c(C)oc3ccc(O)c(CN4CCN(Cc5ccccc5)CC4)c23)cc1Cl returned FUS yeast rescue inconclusive and Abeta yeast res -12%.
Screening CCc1ccccc1NC(=O)CSc1ncc2c(n1)-c1cc(Cl)ccc1N(Cc1ccccc1)S2(=O)=O returned FUS yeast rescue 13% and Abeta yeast res 1%.

Structures from the list above that contain a thiophene ring, fused or not:
Cc1ccc(CCNC(=O)c2cc3sccc3n2Cc2ccc(F)cc2)cc1 was read as FUS yeast rescue -30% and Abeta yeast res -2%.
For CCOC(=O)c1c(NC(=O)CSc2cn(CCNC(=O)c3ccc(OCC)cc3)c3ccccc23)sc2c1CCC2 the results were FUS yeast rescue inconclusive and Abeta yeast res -5%.
`Cn1c(=O)c2sccc2n2c(CCC(=O)N3CCN(c4cccc(Cl)c4)CC3)nnc12` gave FUS yeast rescue 7% and Abeta yeast res -1%.
Cc1ccc(S(=O)(=O)c2nnn3c2nc(NCc2ccc(F)cc2)c2sccc23)cc1 was read as FUS yeast rescue -12% and Abeta yeast res -15%.
`CC(C)OCCCNC(=O)CCCn1c(SCC(=O)c2ccc(F)cc2)nc2c(sc3ccccc32)c1=O` gave FUS yeast rescue 7% and Abeta yeast res -5%.
Cc1sc2c(c1C)c(=O)n(-c1cccc(C(F)(F)F)c1)c(=O)n2Cc1ccccc1C#N was read as FUS yeast rescue -8% and Abeta yeast res -10%.
Screening CC(C)c1ccc2oc(-c3cc(NC(=O)c4cccs4)ccc3Cl)nc2c1 returned FUS yeast rescue 8% and Abeta yeast res -5%.
For CCOC(=O)c1ccc(NC(=O)CSc2nc(-c3cccs3)cc(C(F)(F)F)c2C#N)cc1 the results were FUS yeast rescue 8% and Abeta yeast res -2%.
`CNC(=O)c1c(NC(=O)/C=C/c2ccccc2)sc2c1CCC2` gave FUS yeast rescue 6% and Abeta yeast res -14%.
